Screening results from PubChem.
MEKK2 WT-MEK5: raises or lowers MEK5 binding to wildtype human MEKK2 PB1 domain | Q9Y2U5 | hit rate 1.1% among 290,000 | bead flow cytometry, Alexa488-MEK5 binding to MEKK2 WT; actives lie on both sides | AID 1531 | binding response (% of control), % at 10 µM; in the data active = binding response below about 67% or above about 130%
FID counter: fluorescent intercalator displacement, NS3 helicase counter-screen. inhibition, % at 7.9 µM. DNA fluorescent intercalator displacement, fluorescence. hit rate 0.17% among 290,000; in the data active = inhibition above about 37%;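 also: 0% = vehicle and 100% = reference compound; higher means more ethidium bromide displaced from hairpin DNA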
HCV NS3 hel inh: blocks Hepatitis C virus NS3 helicase unwinding. inhibition, % at 10.9 µM. NS3 helicase DNA unwinding, Cy5 molecular beacon fluorescence. hit rate 0.56% among 290,000;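 active = inhibition above the mean of all tested compounds plus 3 SD, set per campaign, cut at about 35% in these data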;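 also: 0% = DMSO wells and 100% = thioflavine S control wells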
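assay system = NS3 helicase fragment of HCV | buffer or medium = MOPS pH 6.5, MgCl2, DTT, Tween20, BSA | timing = 60 min unwinding reaction at 25 °C after ATP addition | signal = Cy5 beacon fluorescence read at start and 1 h | read-out basis = % inhibition of unwinding | control set = low DMSO, high thioflavine S at 110 µM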
CRFR2-BP antag: blocks CRF-induced signaling of the CRF-BP/CRF-R2 complex; HEK293 CRF-R2/CRF-BP, CRF-induced calcium fluorescence; inhibition, % at 11.8 µM; hit rate 0.59% among 350,000; AID 588475;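 active = inhibition of the ligand-induced calcium signal above about 50% at the single tested concentration, limit read from the data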
MEKK2mut PB1 HTS: signal of MEK5 binding to mutant human MEKK2 PB1 domain; bead flow cytometry, Alexa488-MEK5 binding to MEKK2 mutant; AID 1530; hit rate 0.35% among 290,000; percent response, % at 10 µM; in the data active = percent response above about 24%, passing the limit was not always enough; also: inactives centre near 1; some results filed as inactive read as strong as hits
CRFBP-R2 agonist: agonists of human CRF-binding protein/CRF-R2 receptor complex | hit rate 0.46% among 350,000 | AID 588473 | activation, % at 13.2 µM | HEK293 CRF-R2/CRF-BP, calcium dye fluorescence (FLIPR); percent of saturating CRF peptide response;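 active = activation of at least 50%, plus an integration ratio under a set limit after plate pattern correction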;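 also: plate controls were neutral control wells without compound for no effect and CRF at EC100 for full effect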
UBC9 SUMO inh: blocks human SUMOylation mediated by UBC9 | P63279 | HTRF SUMOylation assay, SAE1/SAE2 + UBC9, in vitro | inhibition, % at 35 µM | hit rate 0.36% among 290,000 | AID 2006; in the data active = inhibition above about 50%, passing the limit was not always enough; also: strong numbers were not always called active
Target sequence (P63279 whole entry, looked up): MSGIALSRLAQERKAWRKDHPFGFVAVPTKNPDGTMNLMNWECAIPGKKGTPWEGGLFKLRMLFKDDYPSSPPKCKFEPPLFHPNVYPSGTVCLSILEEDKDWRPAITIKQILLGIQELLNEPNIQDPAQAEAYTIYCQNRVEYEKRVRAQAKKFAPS
GalR3 antagonist: blocks the human galanin receptor 3 | AID 651719 | O60755 | hit rate 0.44% among 360,000 | inhibition, % at 3 µM | HEK293 GalR3-CNG cAMP membrane potential fluorescence; galR3 body fused to GalR1 C-terminus;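 active = inhibition above the screen-wide average plus 3 SD, cut at about 13% in these data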;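 also: forskolin and galanin both at EC90 stimulate the cells; cAMP rise reported by CNG channel membrane potential dye signal; 0% = forskolin plus galanin with DMSO and 100% = forskolin alone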
Target sequence (O60755 1-299 limits assumed): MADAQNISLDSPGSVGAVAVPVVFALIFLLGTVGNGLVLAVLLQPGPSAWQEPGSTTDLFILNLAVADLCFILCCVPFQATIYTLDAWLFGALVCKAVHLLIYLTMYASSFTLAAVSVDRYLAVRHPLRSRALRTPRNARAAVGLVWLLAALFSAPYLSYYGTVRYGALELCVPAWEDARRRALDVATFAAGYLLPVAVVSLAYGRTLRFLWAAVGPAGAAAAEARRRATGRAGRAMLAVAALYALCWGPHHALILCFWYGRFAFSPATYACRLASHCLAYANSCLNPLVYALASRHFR
MEKK3 PB1 HTS: modulators (inhibitors or enhancers) of MEK5 binding to human MEKK3 PB1 domain. hit rate 1.4% among 290,000. binding response (% of control), % at 10 µM. bead-based flow cytometry, Alexa488-MEK5 binding to MEKK3; actives lie on both sides; 0 = blocked by unlabeled MEK5, 100 = vehicle. Q99759. AID 1529;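 active = binding response more than 3 SD above or below the average of its plate-row segment, actives on both sides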;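 also: Alexa488 bead fluorescence after subtracting the streptavidin-only scavenger bead signal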
Target sequence (Q99759 whole entry, looked up, the tested form may be a part): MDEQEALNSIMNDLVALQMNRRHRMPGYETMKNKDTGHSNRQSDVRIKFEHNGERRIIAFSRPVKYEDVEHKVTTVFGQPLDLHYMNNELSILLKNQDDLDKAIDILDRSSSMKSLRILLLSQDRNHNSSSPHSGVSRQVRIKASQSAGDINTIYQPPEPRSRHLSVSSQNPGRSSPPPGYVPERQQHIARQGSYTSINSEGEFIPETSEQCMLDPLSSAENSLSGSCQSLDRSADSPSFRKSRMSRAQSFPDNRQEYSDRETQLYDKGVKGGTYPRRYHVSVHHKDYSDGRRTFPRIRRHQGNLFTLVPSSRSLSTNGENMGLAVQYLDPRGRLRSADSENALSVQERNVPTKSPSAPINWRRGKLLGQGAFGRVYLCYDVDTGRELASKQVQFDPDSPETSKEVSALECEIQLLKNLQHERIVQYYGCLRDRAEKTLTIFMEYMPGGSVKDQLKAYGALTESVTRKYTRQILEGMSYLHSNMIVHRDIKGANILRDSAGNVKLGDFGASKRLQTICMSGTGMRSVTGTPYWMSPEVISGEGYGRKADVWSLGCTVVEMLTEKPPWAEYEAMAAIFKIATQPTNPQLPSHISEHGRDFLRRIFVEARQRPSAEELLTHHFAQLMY
An asterisk follows results filed as active; . = not tested or not shown. A portion of the library; the hit share may differ from the screen's.

SMILES	MEKK2 WT-MEK5	FID counter	HCV NS3 hel inh	CRFR2-BP antag	MEKK2mut PB1 HTS	CRFBP-R2 agonist	UBC9 SUMO inh	GalR3 antagonist	MEKK3 PB1 HTS
N#CC(C#N)=Cc1cc2ccccc2nc1N1CCCCC1	99	-2	0	-12	-1	4.3	-5	-3	113
O=C1CCN(Cc2cccnc2)CCN1[C@H](CO)Cc1ccccc1	102	-11	0	10	-6	5.9	15	-2	101
COc1ccc(CN2CCN(Cc3ccc(OC)c(OC)c3OC)CC2)cc1	102	3	3	9	1	-0.4	10	-15	101
CCOc1ccccc1C(C(=O)NCCOC)N(CCOC)C(=O)Cn1nnc2ccccc21 (stereo not drawn)	101	-20	5	-5	2	2.1	6	-4	100
Cc1c(C(=O)NCCc2ccc(S(N)(=O)=O)cc2)cccc1[N+](=O)[O-]	96	12	-5	-8	-1	-2.3	7	-4	97
CN(c1ccc(C(=O)NCc2ccccn2)cc1)S(=O)(=O)c1ccc(Cl)cc1	111	-37	2	-11	10	0.3	6	-3	105
CCc1ccc2nc(NC(=O)c3ccc(N4C(=O)CCC4=O)cc3)sc2c1	104	-5	-2	5	2	-0.1	13	-1	104
CC(=O)c1ccc(OCC(O)CN2CCc3ccccc3C2)cc1 (stereo not drawn)	98	-4	-2	3	2	-0.1	11	-13	101
Cc1ccc(CN2C(=O)S/C(=C\c3ccccc3OCC(=O)O)C2=O)cc1	89	-8	19	1	-10	-1.4	25	-6	95
O=C(Cc1ccccc1)Nc1c(Cl)ccc2nsnc12	99	-5	-11	19	2	-1.4	18	-4	103
CCn1nc(C)c(CNC(=O)Nc2ccc3c(c2)OCO3)c1C	85	8	-1	-5	-9	-0.9	8	4	95
CCOC(=O)c1c(NC(=O)CSc2nnc(C)c(=O)[nH]2)sc(C)c1-c1ccc(C)cc1	97	-24	-7	-29	2	3.4	6	7	98
CC1CCCCN1C(=O)c1ccccc1NC(=O)c1ccco1 (stereo not drawn)	97	-1	-7	-2	-1	0.0	3	-2	96
O=C1C(Nc2ccccc2)=C(NS(=O)(=O)c2ccccc2)C(=O)c2ccccc21	106	6	5	16	0	-5.1	-3	1	139*
Cc1ccccc1CN1CCN(C/C=C/c2ccccc2)CC1	116	1	-5	-26	11	-0.6	-5	.	109
C=CCOC(=O)COc1ccc2c(C)c(C)c(=O)oc2c1C	102	-5	-12	-7	3	-1.3	4	-4	104
O=C(Nc1ccc(CN2CCOCC2)cc1)c1cc(Br)ccc1Cl	110	-8	-6	14	8	3.1	23	-9	106
CN(C)CC(O)COC(c1ccccc1)c1ccccc1 (stereo not drawn)	96	20	-2	-40	-1	-0.4	7	-5	101
Cc1cnc(NC(=O)C2CCCC2)s1	99	-2	1	-26	3	1.1	23	-4	98
COc1ccc(C(c2nnnn2Cc2cccs2)N2CCN(c3ccc(F)cc3)CC2)cc1OC (stereo not drawn)	.	-19	-18	2	.	-0.3	-6	-5	.
CCn1ccc(C(=O)Nc2ccc(Cl)cn2)n1	105	-3	2	-1	9	-1.9	8	.	105
C=CCN1C(=O)N(/C=C/C)c2cccc3cccc1c23	100	-16	-4	-32	3	-3.7	94	-3	102
CC(C)(C)c1cc(-c2n[nH]c(=S)n2-c2ccccc2F)n[nH]1	92	-24	10	2	-7	-1.2	-1	-4	93
CC(C)CNC(=O)COC(=O)c1n[nH]c2ccccc12	97	-9	3	-3	-2	-2.5	-19	7	99
CCc1nn2c(=O)cc(COc3cccc(NC(=O)c4ccco4)c3)nc2s1	99	-30	-3	9	0	-1.1	10	-5	99
O=C(Cc1ccccc1)NCC(=O)N/N=C/c1ccc([N+](=O)[O-])s1	99	-2	5	2	-2	0.8	3	-9	101
CC(C)c1ccc(N(CC(=O)NCCc2ccccc2)C(=O)c2csnn2)cc1	100	-40	-2	-2	-1	-0.2	-4	-11	100
O=C(COC(=O)c1ccc(-c2ccc([N+](=O)[O-])cc2)o1)NC(=O)NC1CCCCC1	104	-5	-3	-62	11	-2.4	-10	-3	102
Cc1oc2c(CN3CCCCC3C)c(O)ccc2c(=O)c1-c1ccc(Br)cc1 (stereo not drawn)	105	4	-6	-12	8	-0.6	29	-10	105
CCSc1nc2ccccc2c(=O)n1CCc1ccc(OC)c(OC)c1	99	-25	-7	8	2	0.8	-11	-6	107

2 of the compounds above, bar-delimited:
Molecule | MEKK2 WT-MEK5 | FID counter | HCV NS3 hel inh | CRFR2-BP antag | MEKK2mut PB1 HTS | CRFBP-R2 agonist | UBC9 SUMO inh | GalR3 antagonist | MEKK3 PB1 HTS
C=CCOC(=O)COc1ccc2c(C)c(C)c(=O)oc2c1C | 102 | -5 | -12 | -7 | 3 | -1.3 | 4 | -4 | 104
O=C(Nc1ccc(CN2CCOCC2)cc1)c1cc(Br)ccc1Cl | 110 | -8 | -6 | 14 | 8 | 3.1 | 23 | -9 | 106

MEKK3 PB1 HTS, entries above that show a hit
canonical_smiles	MEKK2 WT-MEK5	HCV NS3 hel inh	CRFR2-BP antag	MEKK2mut PB1 HTS	CRFBP-R2 agonist	UBC9 SUMO inh	GalR3 antagonist	MEKK3 PB1 HTS
O=C1C(Nc2ccccc2)=C(NS(=O)(=O)c2ccccc2)C(=O)c2ccccc21	106	5	16	0	-5.1	-3	1	139*

(more compounds)
SMILES	MEKK2 WT-MEK5	FID counter	HCV NS3 hel inh	CRFR2-BP antag	MEKK2mut PB1 HTS	CRFBP-R2 agonist	UBC9 SUMO inh	GalR3 antagonist	MEKK3 PB1 HTS
O=c1cc(CN2CCN(c3cccc(C(F)(F)F)c3)CC2)nc2sccn12	104	-17	11	0	5	-0.3	12	-3	104
CCC(C)C(=O)Nc1nnc(CCc2ccccc2)s1 (stereo not drawn)	102	-29	32	-29	0	0.4	-6	-2	96
CCCn1c(CC)nc([N+](=O)[O-])c1S(=O)(=O)c1ccccc1	98	1	1	5	1	-3.1	21	-2	93
C/C(=N\NC(=O)c1cccs1)c1ccc2c(c1)OCO2	100	0	12	8	-6	-0.5	6	-5	94
CC(=O)N(C(C)=O)N1C(=O)C2C3c4ccccc4C(c4ccccc43)C2C1=O (stereo not drawn)	104	-4	0	29	3	-0.9	8	1	101
CCOc1ccc(C(=O)NCC(=O)OCc2c(C)noc2C)cc1	101	-4	6	11	-1	-1.8	16	0	128
COC(=O)C1=C(N)N(c2ccccc2F)C2=C(C(=O)CC(C)(C)C2)C1c1ccc(OC)c(OC)c1 (stereo not drawn)	94	-32	-1	4	-2	0.1	4	-3	92
O=C(c1ccccc1-n1cccn1)N1CCc2c([nH]c3ccccc23)C1c1ccccn1 (stereo not drawn)	106	-35	-9	-17	9	-0.7	-12	-1	105
Cn1nc(C(C)(C)C)cc1C(=O)NNC(=O)c1ccccc1Cl	90	-9	-2	-3	-16	-0.4	0	-2	95
CN1CCN(c2ccc(Cl)cc2NC(=O)C2COc3ccccc3O2)CC1 (stereo not drawn)	117	19	-39	-23	4	-0.7	18	-7	102
CCOC(=O)Cc1csc(NC(=O)c2ccc(Br)cc2)n1	105	-12	1	-13	2	0.9	4	-10	99
Cc1ccc(C(=O)COC(=O)CCC(=O)Nc2cccc(Cl)c2)cc1[N+](=O)[O-]	100	2	8	1	1	3.3	16	0	98
Cc1nn(CCOc2ccccc2)c(=O)n1-c1cccc(F)c1	93	-7	1	20	-2	1.5	-4	-4	94
CCC(=O)NCc1ccc2[nH]c(C)cc2c1	105	-1	-2	9	0	-1.4	15	-5	102
CCCCOCCCNC(=O)N[C@H](C(=O)OC)C(C)CC (stereo partly drawn)	91	-16	2	24	-3	-1.1	15	-1	92
O=C(COC(=O)CCc1c[nH]c2ccccc12)Nc1ccc([N+](=O)[O-])cc1	100	16	-6	24	-3	-2.0	-15	-11	95
COc1ccc(N2CCN(Cc3cc(=O)oc4ccc(C)cc34)CC2)cc1	110	-4	-1	3	10	-0.4	29	-4	107
CCCCOP(=O)(OCCCC)C(Nc1ccccc1)c1ccc2c(c1)OCO2 (stereo not drawn)	113	-29	-8	-32	1	-0.2	-18	-8	144*
Cc1ccsc1/C=C1/SC(=O)N(CC(=O)N2CCCC2)C1=O	101	-16	-4	-26	3	-0.8	7	-2	98
CCN(CC)CCNC(=S)N1CCn2c(nc3ccccc32)C1	98	5	2	16	1	-1.1	4	4	98
CN1C(=O)C(C)(C)c2cc(S(=O)(=O)N3CCCC3C(=O)NCc3ccc(F)cc3)ccc21 (stereo not drawn)	104	-32	-6	-1	2	-1.9	10	1	103
CCOC(=O)C(/C(N)=N/C(=O)Nc1ccccc1)=C(\C)O	110	-5	-11	8	2	-1.2	-7	-4	96
CN1CCN(C(=O)c2ccccc2-c2nc(-c3ccc(Cl)cc3)no2)CC1	97	-3	-1	-8	-4	2.7	13	-2	95
COc1ccc(C2CC(c3c(-c4ccccc4)c4cc(Cl)ccc4[nH]c3=O)=NN2S(C)(=O)=O)cc1 (stereo not drawn)	94	-3	-12	-3	-7	5.2	33	-3	97
O=S(=O)(c1ccc(-c2csc(=Nc3ccccc3)n2CCCN2CCOCC2)cc1)N1CCOCC1	.	-1	-23	21	.	-0.9	2	3	.
O=C(Cn1c(=O)oc2cc(S(=O)(=O)N3CCCC3)ccc21)N1CCCC1	97	-2	-3	3	2	-0.8	-4	2	95
COc1ccc2oc(=O)c(C(=O)OCC(=O)c3ccc([N+](=O)[O-])cc3)cc2c1	99	-2	-10	.	-2	.	4	.	107
O=C(NNS(=O)(=O)c1cccc(Cl)c1)c1cc(-c2ccc(F)cc2)nc2ccccc12	102	-8	-1	5	1	-2.3	41	1	101
CCCCNC(=O)CC1N=C2c3ccccc3N=C(SCC(=O)Nc3cccc(OC)c3)N2C1=O (stereo not drawn)	93	-24	-5	-15	-3	-0.9	24	-5	96
Cn1c(SCC(=O)N2CCN(C(=O)c3ccco3)CC2)nnc1-c1ccc(NS(C)(=O)=O)cc1	108	-10	2	13	3	-1.3	3	-3	110
CC(=O)N1N=C(c2ccncc2)OC1(Cc1ccccc1)Cc1ccccc1	102	-33	4	5	11	-4.6	7	1	105
CCSc1ccc2nnc(-c3cccc(F)c3)n2n1	102	-13	-2	-42	2	1.9	30	-5	101
COc1ccc(C(=O)N/C(=C\c2cccs2)C(=O)N2CCN(C)CC2)cc1OC	89	8	2	-3	-7	0.7	3	-8	92
C=CCNC(=O)c1onc(CSc2ccc(C(C)C)cc2)c1C(=O)O	108	-24	25	15	7	-1.4	34	-6	104
C/C(=N\NC(=O)c1cc(C)nc2ccccc12)c1ccncc1	95	-19	3	-5	2	-0.2	2	-5	97
N#Cc1c2c(c(Nc3ccc(O)cc3)n3c1nc1ccccc13)CCC2	117	0	31	7	13	-0.2	34	-7	99
CC1CN(S(=O)(=O)c2ccc(NC(=O)CCN3C(=O)c4ccccc4C3=O)cc2)CC(C)O1 (stereo not drawn)	.	-4	3	11	.	-0.3	-8	-5	.
COc1ccc(N2CCN(C(=O)CN(C)S(=O)(=O)c3cccs3)CC2)cc1	98	-26	12	-4	-1	1.0	2	-2	101
Cc1ccc(C(=O)/C=C/NCc2ccc(F)cc2)cc1	103	-13	-2	11	-1	-4.5	15	-5	111
O=C(CSc1ncn[nH]1)Nc1ccc(Cl)c(S(=O)(=O)N2CCOCC2)c1	105	1	-7	-8	2	2.0	-2	-7	103
COCCN(C(=O)CCC(=O)Nc1cccnc1)C(C(=O)NC1CCCCC1)c1ccccc1 (stereo not drawn)	103	-33	-1	-20	0	-1.4	1	-2	106
OCC(O)CN(c1ccccc1)c1ccccc1 (stereo not drawn)	101	-3	-2	-1	3	-0.8	17	0	101
COc1cccc(CN2CCC(n3nccc3NC(=O)C3CC3)CC2)c1	107	0	1	-6	4	0.4	.	-1	105
